# WRN inhibitor = inhibitors of human WRN helicase. WRN helicase unwinding, fluorescent forked duplex, kinetic. Potency, µM (series often up to 114 µM), for the others: at the highest dose activity change, negative = inhibition, actives largely listed as inhibitors. 360,000 tested, 0.46% active. AID 651768; also: potency is read from the fitted curve at half-maximal effect; % is scaled to controls: 0 for no effect and ±100 for the full control effect; nearly all actives have a fitted effect of over 55% in size
#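 Kinetic red-fluorescence monitoring (525/598 nm) tracks WRN helicase activity after 100 nM fluorophore-quencher forked duplex and 2 mM ATP are added to 20 nM enzyme pretreated 15 min at room temperature with compound.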
# PI5P4K alpha inh = blocks human PI5P4K alpha kinase activity | max response, % | AID 652105 | PI5P4Kalpha enzyme, ADP-Glo luminescence, 60 min; active compounds read low | P48426 | 330,000 tested, 1.2% active; active = max response of -50% or lower; inconclusive = between -30% and -50%; inactive = -30% or higher; also: value at the top dose of about 77 µM; % is scaled to controls: 0 for no effect and ±100 for the full control effect
#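 ADP-Glo luminescence end-point read after a 60 min room-temperature kinase reaction of PI5P4Kalpha plus substrate, initiated with ATP at 5 microM final. Buffer: 0.038 M HEPES pH 7.4, EGTA, 0.1% CHAPS, 5% DMSO.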
# EPAC1 antag = EPAC1 (human) antagonism. O95398. EPAC1 GEF assay, Rap1b-BODIPY-GDP exchange fluorescence. Potency, µM (titrated, usually from 115 µM), for the others: at the highest dose activity change, negative = inhibition, usual class: inhibitors. 360,000 tested, 0.14% active;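 also: potency is read from the fitted curve at half-maximal effect; plate controls were vehicle for no effect and positive control for full effect; nearly all actives have a fitted effect of over 50% in size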
# PLK1 PBD inh = blocks phosphopeptide binding to human PLK1 polo-box domain; 360,000 tested, 2.8% active; AID 720504; Plk1 PBD binding of FITC phosphopeptide, fluorescence polarization; Potency, µM, inactives show max response, negative = inhibition, most hits filed as inhibitors; P53350; also: potency is read from the fitted curve at half-maximal effect; series mostly up to about 57 µM; % is scaled to controls: 0 for no effect and ±100 for the full control effect; nearly all actives have a fitted effect of over 65% in size
# EPAC2 ag = EPAC2 (human) agonism; Q8WZA2; EPAC2 activation, biochemical qHTS; response scale: 100% = 6.5 mM cAMP response; Potency, µM (highest dose often 154 µM), without a hit: at the highest dose activation, most hits filed as activators; 360,000 tested, 0.079% active; AID 720711; also: potency is read from the fitted curve at half-maximal effect; nearly all actives have a fitted effect of over 50% in size
# Target sequence (Q8WZA2 whole entry, looked up): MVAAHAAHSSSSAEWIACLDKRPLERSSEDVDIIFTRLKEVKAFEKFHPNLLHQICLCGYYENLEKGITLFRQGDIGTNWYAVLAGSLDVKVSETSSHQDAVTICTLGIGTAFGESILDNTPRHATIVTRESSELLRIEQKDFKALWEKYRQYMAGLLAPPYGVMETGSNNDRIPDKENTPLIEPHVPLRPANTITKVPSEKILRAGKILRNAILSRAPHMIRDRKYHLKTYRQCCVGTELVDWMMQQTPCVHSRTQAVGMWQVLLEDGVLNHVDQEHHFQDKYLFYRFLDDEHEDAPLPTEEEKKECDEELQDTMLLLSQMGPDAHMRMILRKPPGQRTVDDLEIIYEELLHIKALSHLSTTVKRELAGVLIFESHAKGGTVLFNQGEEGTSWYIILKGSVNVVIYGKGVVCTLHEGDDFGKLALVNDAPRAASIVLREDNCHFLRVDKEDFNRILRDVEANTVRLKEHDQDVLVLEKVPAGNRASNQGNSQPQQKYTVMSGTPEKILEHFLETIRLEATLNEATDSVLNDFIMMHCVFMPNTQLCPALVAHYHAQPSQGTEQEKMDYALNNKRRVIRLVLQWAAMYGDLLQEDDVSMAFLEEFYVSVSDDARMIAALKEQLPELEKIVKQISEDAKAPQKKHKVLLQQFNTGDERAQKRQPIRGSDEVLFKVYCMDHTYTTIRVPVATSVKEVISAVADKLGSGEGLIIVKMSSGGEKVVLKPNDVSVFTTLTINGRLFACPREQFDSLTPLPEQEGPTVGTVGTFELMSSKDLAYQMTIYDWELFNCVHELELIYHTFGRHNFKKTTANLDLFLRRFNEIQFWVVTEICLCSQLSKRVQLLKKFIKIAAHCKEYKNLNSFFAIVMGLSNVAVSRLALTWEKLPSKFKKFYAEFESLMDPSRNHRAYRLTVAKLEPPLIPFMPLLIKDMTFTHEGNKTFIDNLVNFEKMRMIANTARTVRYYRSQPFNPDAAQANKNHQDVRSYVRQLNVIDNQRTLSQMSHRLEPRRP
#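 Guanine nucleotide exchange by EPAC2 is measured as reduced fluorescence of BODIPY-GDP once it is released from 250 nM Rap1B. Plates are read kinetically for 30 min at room temperature; results are scaled to 6.5 mM cAMP.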
# IL-2 act = activators of IL-2 | 360,000 tested, 0.065% active | activation, % (series mostly up to about 46 µM) | IL-2 activation reporter assay, cell-based qHTS; stimulated with anti-CD3/CD4/CD28 beads; in transgenic mouse T cells | AID 652025; in the data active = activation above about 50%; inconclusive = mostly about 30% to 49%; also: 0% is about no effect
#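 Unstimulated transgenic mouse T cells preincubated 60 min with compound, then stimulated with anti-CD3/anti-CD4-coated beads plus anti-CD28 for 18 h at 37 degrees C. IL-2 response read as EGFP and DsRed fluorescence by plate cytometry.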
# EPAC1 agonist = agonists of human EPAC1; O95398; EPAC1 agonist qHTS, biochemical assay; response scale: 100% = response to 6.5 mM cAMP; Potency, µM (series often up to 154 µM), for inactives: at the highest dose activation, hits mostly activators; 360,000 tested, 0.073% active; AID 720707; also: potency is read from the fitted curve at half-maximal effect; nearly all actives have a fitted effect of over 60% in size
#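 Read-out is the fluorescence drop as BODIPY-GDP leaves Rap1B (480 nm excitation, 540 nm emission), recorded every 5 minutes over 30 minutes. Reactions held 100 nM EPAC1, 250 nM Rap1B–BODIPY-GDP and 50 uM GDP, with 6.5 mM cAMP setting full activation.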
# CCT modulator = cytosolic chaperonin activity modulation | AID 651819 | purified chaperonin ATPase assay, HTRF ADP detection, 30 min | 360,000 tested, 0.3% active | activity change, % (test concentration not listed), hits read low; in the data active = activity change below about -30%; also: % is scaled to controls: 0 for no effect and ±100 for the full control effect
#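 TRiC at 40 or 20 nM final (batch-dependent) in 30 mM Tris pH 7.4, 100 mM KCl, 5 mM MgCl2, 1 mM DTT, with compound at single 76 uM and 10 uM ATP, 30 min at 37 deg C. ADP detected by HTRF Transcreener, 665/615 ratio.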
# Numbers without * were called inactive; u = inconclusive; x = not tested or not shown; [ ] = dose if it differs, or a comment. Unless noted, calls follow the shape of the dose curve; as a rule, active = well fitted curve in the direction sought with a large enough effect; inconclusive = small, poorly fitted or top-dose-only effect, or another doubt; inactive = no such curve, though single readings can be large; an effect the other way counts as inactive or inconclusive. An excerpt. The share of hits here may be higher or lower than overall.
EPAC1 agonist	CCT modulator	PI5P4K alpha inh	IL-2 act	EPAC2 ag	EPAC1 antag	PLK1 PBD inh	WRN inhibitor	Structure
2%	-1.5	-1	-0.6	3%	-3%	-5%	-3%	O=C(O)c1ccccc1C(c1ccccc1)c1ccccc1O (stereo unspecified)
3%	-0.5	11	-0.2	10%	2%	-9%	-4%	COc1ccccc1OCCNC(=O)c1cc(=O)[nH]c2ccccc12
6%	-3.5	-1	4.1	1%	3%	-26%	-2%	Cc1ccc2[nH]c3c(=S)nc[nH]c3c2c1
1%	0.6	3	0.5	19%	10%	-4%	10%	Cc1ccc(/C=C(/NC(=O)c2ccccc2)C(=O)NCCc2c[nH]c3ccccc23)o1
-6%	1.9	-1	0.4	5%	-4%	-6%	-16%	CCOc1cc(CNCCc2ccc(S(N)(=O)=O)cc2)ccc1OCC(=O)NC1CCCCC1
-1%	-3.5	x	0.7	4%	2%	-1%	-1%	CCOC(=O)CN(C(=O)CSc1nnc(-c2ccc(OC)c(OC)c2)o1)c1ccccc1
2%	-10	3	1.0	9%	2%	-8%	-2%	CCOC(=O)C1(C)CCN1C(=O)c1cc2ccccc2s1 (stereo unspecified)
4%	1.5	-1	-0.3	4%	-6%	-8%	-3%	CC[C@@]1(C(=O)OC)N[C@H](CN(C)C(=O)Nc2ccc(C)cc2)[C@@H]2C(=O)N(C)C(=O)[C@@H]21
1%	-3.0	-6	0.6	11%	-7%	-12%	1%	COc1cc(C2C(C#N)=C(C)NC3=C2C(=O)CC(C)(C)C3)cc(OC)c1O (stereo unspecified)
-3%	-2.5	x	-2.2	7%	-5%	0%	-2%[57.1 µM]	Cc1ccc(Cn2c(SCc3cccnc3)nc3c2c(=O)n(C)c(=O)n3C)cc1
1%	-1.3	1	-1.7	8%	8%	-3%	-2%	O=C1Nc2ccccc2S/C1=C/c1cccs1
-6%	-0.7	5	-1.2	3%	7%	-1%	11%	NS(=O)(=O)c1ccc(CCNC(=O)c2ccc(Cl)cc2[N+](=O)[O-])cc1
4%	1.5	9	0.2	4%	4%	-1%	-3%	Cc1cccc(CCN2CCN=C2N(C)C)c1
-6%	0.9	3	-2.5	4%	8%	2%	7%	CCOC(=O)COc1ccc2c(=O)c(-c3ccccc3)coc2c1
8%	0.5	1	1.8	13%	9%	-8%	-16%	Cc1cc(NC(=O)CSc2nnc(CNC(=O)c3ccccc3)o2)no1

# The closing two entries of the part before open the next one:
EPAC1 agonist	CCT modulator	PI5P4K alpha inh	IL-2 act	EPAC2 ag	EPAC1 antag	PLK1 PBD inh	WRN inhibitor	Structure
-6%	0.9	3	-2.5	4%	8%	2%	7%	CCOC(=O)COc1ccc2c(=O)c(-c3ccccc3)coc2c1
8%	0.5	1	1.8	13%	9%	-8%	-16%	Cc1cc(NC(=O)CSc2nnc(CNC(=O)c3ccccc3)o2)no1
-12%	0.0	2	-0.6	4%	7%	-1%	-3%	CCC1CSC(Nc2ccc(C(=O)/C=C/c3ccc(Oc4ccccc4)cc3)cc2)=N1 (stereo unspecified)
-5%	-1.2	x	-0.7	3%	16%	-1%	7%	COc1ccc(C2=NOC(C(=O)NC(C)(C)C)C2)cc1 (stereo unspecified)
9%	-0.8	-6	0.3	-4%	2%	27µM*	-7%	Cc1ccc(-c2nnn(CC(=O)Nc3nnc(C(C)C)s3)n2)cc1
-17%	1.5	5	2.5	0%	11%	-7%	-7%	CC1(C)O[C@@H]2[C@H](O1)[C@@H](COS(=O)(=O)O)O[C@H]2n1cc(Br)c(=O)[nH]c1=O
12%	-3.2	2	5.1	21%	13%	-2%	6%	O=C(NCCc1ccc(C(F)(F)F)cc1)C1CCC(=O)N(CCCN2CCCC2=O)C1 (stereo unspecified)
10%	1.0	x	0.4	10%	2%	u	-16%	O=C(O)/C(=C\c1ccco1)NC(=O)c1cccc2ccccc12
0%	-0.7	-8	0.4	-3%	3%	-8%	4%	Cc1ccc(S(=O)(=O)N(C)C)cc1NC(=O)COC(=O)CNC(=O)C12CC3CC(CC(C3)C1)C2
-5%	-1.1	-4	1.2	2%	-9%	-16%	-3%	O=C(NC(=S)Nc1ccc(NC(=O)c2ccccc2)cc1)c1ccc(F)cc1
4%	0.4	-5	1.1	2%	5%	-8%	4%	COCCCN1C(=O)C(CC(=O)NCCc2ccccn2)CC(C(=O)N2CCCCCC2)=C1C (stereo unspecified)
0%	2.4	11	-2.5	16%	10%	-8%	-17%	CSc1ccc(C2Nc3ccccc3-c3cc(C)nn32)cc1 (stereo unspecified)
-11%	-0.4	-6	-0.1	10%	-8%	-10%	6%	O=C(COC(=O)c1cc(F)c(F)cc1Cl)NC1CCCCCC1
6%	-2.0	5	0.2	10%	-3%	-20%	-1%	COc1ccc(CCNC(=O)CC(=O)N/N=C/c2ccc(Br)cc2)cc1OC
8%	2.7	4	2.0	-8%	-15%	-16%	-15%	Cc1nnc(N2C(=O)C(=O)/C(=C(/O)c3ccc4c(c3)CC(C)O4)C2c2ccccc2F)s1 (stereo unspecified)
8%	-1.1	1	1.2	11%	26%	2%	13%	COc1ccccc1CCC(=O)NCCCn1ccc2ccccc21
-3%	-8.1	-1	-3.5	6%	3%	0%	-8%	Oc1ccc(N=Cc2cc(Br)c(N3CCOCC3)o2)cc1

# Other results
EPAC1 agonist	CCT modulator	PI5P4K alpha inh	IL-2 act	EPAC2 ag	EPAC1 antag	PLK1 PBD inh	WRN inhibitor	Structure
-2%	-2.2	x	-1.7	8%	7%	-5%	4%	CCN(CC)c1ccc(/C=N/n2nnnc2N)c(O)c1
-10%	2.8	-6	-1.4	14%	3%	-3%	5%	COc1ccccc1N1CCN(S(=O)(=O)CCNC(=O)c2ccccc2Br)CC1
10%	2.3	-2	-1.4	16%	3%	0%	-21%	CCC(Oc1ccc(Br)cc1Cl)C(=O)Nc1nnc(C2CC2)s1 (stereo unspecified)
11%	0.0	x	-0.2	-2%	0%	-5%	-6%	CCCCCCSC1=C(C#N)C(c2ccccc2)CC(=O)N1 (stereo unspecified)
0%	0.2	-1	-3.3	4%	4%	-12%	2%	NC(=O)C1CCN(C(=O)C2CCC(=O)N(CC3CCCCC3)C2)CC1 (stereo unspecified)
-9%	-2.2	13	-3.3	2%	-13%	4%	0%	COc1ccc(/C=N/N(C)C2=NS(=O)(=O)c3ccccc32)cc1
11%	-1.6	0	0.2	6%	-22%	-13%	0%	Nc1ccccc1SC1CC(=O)N(c2ccc3c(c2)OCO3)C1=O (stereo unspecified)
6%	-3.3	5	-0.3	12%	u	-8%	-20%	Cc1[nH][nH]c(=O)c1C(c1ccc(O)c(Br)c1)c1c(C)[nH][nH]c1=O
2%	-0.5	-2	0.6	-6%	3%	-3%	-3%	CC(NC(=O)c1ccccc1OC(F)F)c1ccc(-n2ccnc2)cc1 (stereo unspecified)
-2%	0.5	-2	0.6	-2%	21%	0%	9%	O=C(Nc1ccccc1Cl)NC1(C(=O)NCC2CCCO2)CCCCC1 (stereo unspecified)
7%	1.2	7	-1.6	1%	3%	-1%	-3%	Cc1cc(-c2ccccc2)nc(N(C)N)c1S(C)(=O)=O
10%	-0.1	1	-2.1	5%	-20%	u	-5%	CCOc1ccc(C(=O)NCC(=O)N2CCC3(CC2)NCCc2[nH]cnc23)cc1
7%	0.7	-2	-0.2	-11%	-6%	-1%	-3%	Cc1ccc(S(=O)(=O)N(C)C[C@@H]2OCc3cn(nn3)CCCC(=O)N([C@@H](C)CO)C[C@H]2C)cc1
14%	-1.0	5	-0.1	-8%	-8%	-2%	-9%	COc1ccc(CN(C(=O)c2snc(C(N)=O)c2N)C(C(=O)NC2CCCC2)c2ccco2)cc1 (stereo unspecified)
-6%	0.8	7	0.2	-2%	-9%	0%	3%	CCN(CC)C(=O)C1=C(C)N(CCCOC)C(=O)C(CC(=O)NCc2cccs2)C1 (stereo unspecified)

# Quoted from the listing:
# Reading of Cc1[nH][nH]c(=O)c1C(c1ccc(O)c(Br)c1)c1c(C)[nH][nH]c1=O under IL-2 act: -0.3
# Reading of CCN(CC)c1ccc(/C=N/n2nnnc2N)c(O)c1 under EPAC2 ag: 8%

# Going on with the list:
EPAC1 agonist	CCT modulator	PI5P4K alpha inh	IL-2 act	EPAC2 ag	EPAC1 antag	PLK1 PBD inh	WRN inhibitor	Structure
4%	-24	-13	-0.6	-1%	-16%	-1%	-2%	Cc1cccc(S(=O)(=O)Nc2ccncc2)c1
6%	-1.1	-1	0.0	6%	-12%	-11%	0%	CN(C(=O)c1cccc(NC(=O)Cc2ccc(NC(=O)C3CCN(S(=O)(=O)c4cccc([N+](=O)[O-])c4)CC3)cc2)c1)C1CC1
5%	0.1	x	-2.6	-4%	1%	-6%	3%	Cc1ccc(CCSCC(=O)O)cn1
-3%	-0.5	1	-2.3	-5%	u	-4%	-9%	Cc1ccc(C)c(N2CCN(C(=O)c3cc(S(=O)(=O)N4CCOCC4)cn3C)CC2)c1
2%	-0.9	-1	2.0	7%	17%	-6%	-1%	Cc1noc(C(=O)Nc2cccnc2Cl)c1Cl
-8%	-1.2	x	0.6	-1%	2%	-2%	7%	CCCOC1CCCN(C(=O)c2cc(Cl)c(Cl)cc2C(=O)O)C1 (stereo unspecified)
15%	1.1	-9	-0.2	22%	-22%	2%	-4%	CC(OC(=O)Cc1c[nH]c2ccccc12)C(=O)Nc1ccccc1[N+](=O)[O-] (stereo unspecified)
-4%	-0.8	-3	-0.7	11%	4%	-5%	1%	CCCC(=O)N1CCC1(C)C(=O)NS(=O)(=O)c1ccc(OC)cc1 (stereo unspecified)
5%	-0.7	0	-0.2	10%	-2%	-1%	8%	NNC(=O)CCCNc1ncc(C(F)(F)F)cc1Cl
8%	1.1	1	-2.6	5%	-2%	-2%	-23%	CC(C)N1CC2=C(OC(N)=C(C#N)C2c2cccnc2)/C(=C/c2cccnc2)C1 (stereo unspecified)
-5%	-2.5	-13	-1.2	5%	11%	-16%	-6%	S=c1nc(-c2ccccc2)c(-c2ccccc2)n[nH]1
0%	0.2	0	0.8	5%	6%	-7%	-2%	O=C(c1ccco1)N1CCN(S(=O)(=O)/C=C/c2ccccc2)CC1
-1%	3.6	-1	-3.4	4%	-5%	6%	4%[57.1 µM]	O=C(c1nnc(-c2ccccc2)o1)C1CC1
1%	-1.4	0	-2.8	4%	-18%	-4%	-1%	O=C(COc1cc2oc(=O)c3c(c2cc1Cl)CCC3)NCCN1CCOCC1
-3%	-1.4	1	-1.0	5%	6%	3%	3%	O=C(CCNC(=O)c1ccc([N+](=O)[O-])cc1)Nc1ccc(F)c(F)c1F

# Compound activity deposited in PubChem by National Center for Advancing Translational Sciences (NCATS).
